From PubChem
SNCA expr inh = reduces expression of the alpha-synuclein gene. actives 0.17% (n = 140,000). Potency, µM (highest dose often 57.2 µM), without a hit: at the top dose activity change, negative = inhibition, actives largely listed as inhibitors. HEK-293 SNCA-luciferase knock-in, luminescence, 24 h;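 further: potency means the concentration at half of the fitted maximal effect; plate controls were DMSO cells for no effect and cell-free wells for full effect; nearly all actives have a fitted effect of over 45% in size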
HEK cytotox = kills HEK 293 cells | HEK 293 viability, ATP luminescence (CellTiter-Glo), 48-72 h | Potency, µM (titrated, usually from 115 µM), for the others: top-dose activity change, negative = cytotoxicity, usual class: inhibitors | actives 6.6% (n = 94,000) | AID 1345083; further: potency means the concentration at half of the fitted maximal effect; nearly all actives have a fitted effect of over 60% in size
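CellTiter-Glo luminescence (cellular ATP) was read after 48 or 72 hr of compound exposure at 37 degree Celsius. Cells were HEK 293 plated at 250 cells/well.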
IP6K1 inhibitor = IP6K1 kinase inhibition; AID 1645851; Q92551; activity change, % (series mostly up to about 58 µM); actives 0.81% (n = 140,000); IP6K1 kinase, ADP-Glo luminescence, 2 h; hits give low values; in the data active means activity change below about -25%
Target sequence (Q92551 whole entry, looked up): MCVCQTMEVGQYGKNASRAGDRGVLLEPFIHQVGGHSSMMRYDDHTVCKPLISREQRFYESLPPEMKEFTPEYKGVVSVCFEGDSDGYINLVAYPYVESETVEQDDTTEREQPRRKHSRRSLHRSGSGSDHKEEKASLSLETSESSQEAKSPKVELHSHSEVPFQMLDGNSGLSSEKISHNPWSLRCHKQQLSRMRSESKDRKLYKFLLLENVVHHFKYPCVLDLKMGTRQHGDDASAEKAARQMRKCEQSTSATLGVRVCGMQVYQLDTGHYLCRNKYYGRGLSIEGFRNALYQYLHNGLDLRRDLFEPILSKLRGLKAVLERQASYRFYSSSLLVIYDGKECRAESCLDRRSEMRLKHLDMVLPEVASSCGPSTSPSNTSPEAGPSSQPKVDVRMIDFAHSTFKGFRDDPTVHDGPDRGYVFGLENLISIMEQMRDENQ
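ADP-Glo luminescence measures ADP made by human IP6K1 during a 2 h RT reaction with ATP/IP6 (mix at 1.3 mM/130 uM); top library doses 57.5 and 19.1 uM final.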
FLuc inh = inhibitors of firefly (Photinus pyralis) luciferase; Potency, µM (doses to about 115 µM), without a hit: top-dose activity change, negative = inhibition, actives largely listed as inhibitors; AID 1347043; actives 2.5% (n = 76,000); P08659; purified P. pyralis luciferase, luminescence, biochemical; further: potency means the concentration at half of the fitted maximal effect; nearly all actives have a fitted effect of over 65% in size
Target sequence (P08659 whole entry, looked up): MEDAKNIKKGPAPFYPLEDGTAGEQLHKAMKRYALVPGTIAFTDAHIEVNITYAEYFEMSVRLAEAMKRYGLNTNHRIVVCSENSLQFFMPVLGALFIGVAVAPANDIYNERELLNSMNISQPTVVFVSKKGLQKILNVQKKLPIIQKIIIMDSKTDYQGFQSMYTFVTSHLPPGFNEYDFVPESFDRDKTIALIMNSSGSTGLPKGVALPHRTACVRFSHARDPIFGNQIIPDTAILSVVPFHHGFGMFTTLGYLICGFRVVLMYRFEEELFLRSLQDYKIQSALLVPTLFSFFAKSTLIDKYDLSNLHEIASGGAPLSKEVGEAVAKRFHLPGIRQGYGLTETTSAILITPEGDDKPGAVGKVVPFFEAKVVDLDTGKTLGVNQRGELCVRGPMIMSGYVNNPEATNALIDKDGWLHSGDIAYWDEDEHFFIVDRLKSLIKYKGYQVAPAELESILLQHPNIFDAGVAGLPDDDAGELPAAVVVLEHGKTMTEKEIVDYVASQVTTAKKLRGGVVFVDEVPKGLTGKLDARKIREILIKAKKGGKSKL
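Purified 10nM P. pyralis luciferase with 10uM D-luciferin and 10uM ATP in 50mM Tris acetate pH 7.5, 10mM Mg acetate, 0.01% Tween-20, 0.05% BSA. qHTS titration; luminescence read by CCD imager.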
NIH3T3 tox = NIH 3T3 cell cytotoxicity; NIH 3T3 viability, CellTiter-Glo ATP luminescence, 48-72 h; Potency, µM (titrated, usually from 96.7 µM), for inactives: top-dose activity change, negative = cytotoxicity, hits mostly inhibitors; actives 4.3% (n = 94,000); AID 1345082; further: potency means the concentration at half of the fitted maximal effect; nearly all actives have a fitted effect of over 55% in size
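First NIH 3T3 cells are plated at 400 cells/well; next compound is pinned in; then plates incubate 48 or 72 hr at 37 °C; finally CellTiter-Glo is added and luminescence read after 10 min.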
GPT2 inhibitor = blocks human glutamate pyruvate transaminase 2 | Q8TD30 | Recombinant GPT2, coupled pyruvate oxidase/HRP Amplex Red fluorescence | actives 0.25% (n = 100,000) | Potency, µM (series often up to 57.7 µM), inactives show at the highest dose activity change, negative = inhibition, hits mostly inhibitors | AID 1671188; further: potency means the concentration at half of the fitted maximal effect; nearly all actives have a fitted effect of over 60% in size; many of its hits are not listed in these tables
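Inhibition is scored from Amplex Red fluorescence generated when pyruvate oxidase and HRP act on pyruvate released by GPT2. Reactions contain 10ng/uL enzyme, 250uM a-KG and 2mM L-alanine and run 30 min at room temperature.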
SNCA viab count = cell viability loss counter-screen; HEK-293-SNCA-luc viability, GF-AFC fluorescence, 24 h; Potency, µM (doses to about 57.1 µM), inactives show at the highest dose activity change, negative = cytotoxicity, hits mostly cytotoxic; AID 1671193; actives 0.12% (n = 150,000);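 further: potency means the concentration at half of the fitted maximal effect; 0% = DMSO-treated cells and -100% = medium-only wells without cells; nearly all actives have a fitted effect of over 30% in size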
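Cytotoxicity counterscreen: after 24 h compound treatment of genome-edited SNCA-luciferase HEK-293 cells, live-cell protease substrate GF-AFC read by fluorescence after 30 min; activity scaled between DMSO (0%) and medium-only (-100%), curves Hill-fitted.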
The depositor's hits bear a star; i = inactive; ? = inconclusive; / = not tested or not shown; [ ] = dose if it differs, or a comment. Unless noted, the call rests on the fitted dose curve; in most records, active means well fitted curve in the direction sought with a large enough effect; inconclusive means small, poorly fitted or top-dose-only effect, or another doubt; inactive means no such curve, though single readings can be large; an effect the other way counts as inactive or inconclusive. Unless noted, on the % scale 0 is the no-effect control and ±100 the full control effect. Some of the compounds tested; count on the stated rates, not on these rows.

The first 2 entries, to show the layout:
no.	SMILES	SNCA expr inh	HEK cytotox	IP6K1 inhibitor	FLuc inh	NIH3T3 tox	GPT2 inhibitor	SNCA viab count
1	COc1cccc(CCN2CC[C@H]3CN(C(=O)Nc4ccc(F)cc4)CC[C@H]3CC2=O)c1OC	5%	?	9	11%	?	i	-4%
2	O=C(c1ccccc1F)N1CCC2(CC1)CC(c1cccnc1)=NO2	-25%	-21%	3	-1%	-19%	i	-1%

Results, repeating the preview:
no.	SMILES	SNCA expr inh	HEK cytotox	IP6K1 inhibitor	FLuc inh	NIH3T3 tox	GPT2 inhibitor	SNCA viab count
1	COc1cccc(CCN2CC[C@H]3CN(C(=O)Nc4ccc(F)cc4)CC[C@H]3CC2=O)c1OC	5%	?	9	11%	?	i	-4%
2	O=C(c1ccccc1F)N1CCC2(CC1)CC(c1cccnc1)=NO2	-25%	-21%	3	-1%	-19%	i	-1%
3	COCCOC1CN(C2CCN(C(=O)c3ccco3)CC2)C12CCCCC2 (stereo not given)	-7%	-24%	3	0%	-17%	-13%	4%
4	Cc1ccc(-n2cnc3cc(C(=O)NCCC4=CCCCC4)ccc32)cc1Cl	25%	/	15	/	/	/	-3%
5	O=C(NCC1CCCO1)c1cc(-c2ccccc2F)cc2c1OCCN2Cc1cccnc1 (stereo not given)	-13%	?	-15	12%	?	i	-22%
6	Cc1ccc(N2Cc3c(NCCO)ncnc3N(C)CC2=O)cc1	-3%[87.6 µM]	-4%[172 µM]	-7	-3%[172 µM]	0%[138 µM]	i	8%[87.6 µM]
7	Cc1ccc(-n2c(=O)c3c4c(sc3n(CC(=O)C(C)(C)C)c2=O)CCCCC4)cc1C	?	/	-9	/	/	/	-26%
8	CCn1cc(CN(C)C(=O)[C@H]2CN(Cc3ccccc3)C[C@H]2C(=O)O)c(C)n1	5%	-19%	27	-5%	-12%	1%	9%
9	O=C(Cc1ccc(F)cc1)N1CCc2nc(-c3ccc(Cl)cc3)nc(-c3ccccc3)c2C1	-5%	35µM*	-6	-6%	?	i	-25%
10	COc1cccc(-c2nc(CS(=O)(=O)CC(=O)N3CCN(c4ccccc4)CC3)c(C)o2)c1	-3%	/	19	/	/	/	-22%
11	Cc1nc(-c2cccc(F)c2)sc1CCNC(=O)c1c(F)cccc1Cl	1%	/	22	/	/	/	-11%
12	CSc1nn(Cc2cccc(Cl)c2)c(N(C(C)=O)C(C)=O)c1S(=O)(=O)c1ccccc1	-13%	/	-8	/	/	/	-20%
13	C=CCOC(=O)Nc1nc2c(s1)C[C@@H]1[C@](C)(CO)[C@H](O)CC[C@@]1(C)[C@@H]2CC(=O)NC(C)C	0%	-8%	15	-3%	-15%	3%	8%
14	COC(=O)[C@H]1CCCN1C(=O)[C@@H]1C[C@@H](NS(=O)(=O)c2cccs2)CCN1C(=O)COCC(=O)O	-6%	3%	19	4%	i	-10%	-11%
15	CCN(C(=O)CN1C(=O)NC2(CCOCC2)C1=O)c1ccccc1	-1%	9%	7	-3%	-3%	0%	-4%
16	O=C(CSc1nnc(-c2ccccc2)c(-c2ccccc2)n1)NC1CCCC1	3%	/	-1	/	/	/	3%
17	Cc1ccc(-n2ncc3c(NCCc4ccccc4)ncnc32)cc1C	135%[activator]	/	10	/	/	/	?
18	COCCOC1CCOC2(CCN(C(=O)c3ccncc3)CC2)C1 (stereo not given)	-1%	2%	10	5%	-3%	i	7%[12.5 µM]
19	COc1cccc2c1OCC(C(=O)N1C[C@@H]3[C@H](C1)[C@H]1CC[C@@H]3O1)C2 (stereo not given in full)	-16%	4%	3	1%	2%	i	1%
20	Cc1noc(Cn2c(=O)c3ccccc3n(CC(=O)Nc3ccc(F)cc3F)c2=O)n1	35%[activator]	/	18	/	/	/	-9%
21	O=C(c1ccc(C(F)(F)F)cc1)N1CCN(c2ccnc3ccnn23)CC1	-5%	?	-4	/	?	i	-6%
22	COc1ccc(-c2cc(C[C@H]3CNCC[C@H]3CC(=O)N3CCOCC3)no2)cc1	-3%[87.6 µM]	-22%[172 µM]	25	-2%[172 µM]	-17%[174 µM]	2%[88.5 µM]	4%[87.6 µM]
23	O=C1CCCN1CC(=O)N1CCC(c2nc(CCOc3ccc(F)cc3)no2)C1 (stereo not given)	67%[activator]	-12%	11	-8%	-16%	-4%	-7%[12.5 µM]
24	COc1ccc(N2CCN(Cc3nc4c(c(=O)[nH]c(=O)n4C)n3Cc3ccccc3F)CC2)cc1	-7%	/	21	/	/	/	11%
25	O=C(c1csc(N2CCN(c3ccccc3)CC2)n1)N1CCN(C2CCCCC2)CC1	-11%	?	7	-13%	?	-20%	-23%
26	Cc1nc2sccn2c(=O)c1S(=O)(=O)Nc1ccc(N2CCOCC2)c(Cl)c1	7%	/	26	/	/	/	10%
27	COCCOC1CCOC2(CCN(C(=O)c3ccc4ccccc4n3)CC2)C1 (stereo not given)	0%	0%	-2	2%	-4%	i	-6%[12.5 µM]
28	COc1ccc2[nH]cc(CCNC(=O)C3CCCN(C(C)=O)C3)c2c1 (stereo not given)	9%	0%	17	1%	-20%	-1%	5%
29	CC(=O)N1CCc2cc(S(=O)(=O)NC(CC(C)C)C(=O)Nc3cc(C)cc(C)c3)ccc21 (stereo not given)	-15%	/	29	/	/	/	3%
30	C/C(=C\CC[C@H](CO)[C@@H]1CC[C@]2(C)C3=C(CC[C@@]12C)[C@@]1(C)CCC(=O)C(C)(C)C1CC3)C(=O)O (stereo not given in full)	/	/	-1	/	/	i	-8%[23.9 µM]
31	CCc1[nH]c2c(CNC(=O)C3(C)CCCCO3)cc(F)cc2c1C (stereo not given)	-23%	?	1	-22%	?	i	3%
32	Fc1ccc(CNc2cc3c(cn2)CN(Cc2ccncc2)CCN3)cc1	?	-51%[172 µM]	-16	9%[172 µM]	-43%[138 µM]	4%[88.5 µM]	-18%[87.6 µM]
33	O=C(CC1CCCC1)NCCC1CCN(C(=O)Nc2ccc(F)cc2)CC1	?	-3%	-1	-6%	-11%	-13%	-8%
34	CN(C)C[C@@H]1CN(S(C)(=O)=O)C[C@H]1NC(=O)c1cccs1	0%	0%	10	-12%	1%	i	4%
35	O=C(NCc1ccc(Cl)cc1)C1=Cc2cc(Br)ccc2OC1	-6%	/	-3	/	/	/	2%
36	Cc1nncn1-c1ccc(C(=O)Nc2cc(F)ccc2F)cc1	28%	/	12	/	/	/	9%
37	CC(C)(C)C(=O)N1CCCC2(CNc3ncccc3[S+](=O)([O-])N2)C1 (stereo not given)	/	-14%	13	/	-17%	/	/
38	CCCCNC(=O)CCn1c(=O)c2cccn2c2ccc(F)cc21	-3%	/	-1	/	/	/	-13%
39	Cc1cc(F)ccc1OC1CN(Cc2ccsc2)C1	-2%[87.6 µM]	?	-20	-18%[172 µM]	?	-1%[88.5 µM]	2%[87.6 µM]
40	Cc1ccc(OCC(=O)N2CCCN(S(C)(=O)=O)c3ccccc32)cc1	-6%	-26%	-9	-3%	22µM*	i	-11%
41	CCC(=O)N1CCCc2cc(S(=O)(=O)N3CCC(C(=O)Nc4cccc(Cl)c4)CC3)ccc21	3%	/	3	/	/	/	4%
42	O=C(NCc1ccccc1F)C1CCN(Cc2cc3ccccc3n2Cc2cccc(Cl)c2)CC1	-9%	/	17	/	/	/	-1%
43	CCOC(=O)c1c(C)[nH]c(C)c1S(=O)(=O)NCC(=O)Nc1cc(Cl)ccc1OC	13%	/	-1	/	/	/	-3%
44	COc1ccc(Cl)cc1NC(=O)Cc1coc2c(C)c(C)ccc12	1%	/	-2	/	/	/	-3%
45	O=C(NCc1cccs1)c1nn(-c2ccccc2)nc1CO	-4%	/	16	/	/	/	-5%

A second format for 3 compounds above:
#2 O=C(c1ccccc1F)N1CCC2(CC1)CC(c1cccnc1)=NO2
  SNCA expr inh = -25%; HEK cytotox = -21%; IP6K1 inhibitor = 3; FLuc inh = -1%; NIH3T3 tox = -19%; GPT2 inhibitor = i; SNCA viab count = -1%
#3 COCCOC1CN(C2CCN(C(=O)c3ccco3)CC2)C12CCCCC2 (stereo not given)
  SNCA expr inh = -7%; HEK cytotox = -24%; IP6K1 inhibitor = 3; FLuc inh = 0%; NIH3T3 tox = -17%; GPT2 inhibitor = -13%; SNCA viab count = 4%
#4 Cc1ccc(-n2cnc3cc(C(=O)NCCC4=CCCCC4)ccc32)cc1Cl
  SNCA expr inh = 25%; HEK cytotox = /; IP6K1 inhibitor = 15; FLuc inh = /; NIH3T3 tox = /; GPT2 inhibitor = /; SNCA viab count = -3%

(listing goes on)
no.	SMILES	SNCA expr inh	HEK cytotox	IP6K1 inhibitor	FLuc inh	NIH3T3 tox	GPT2 inhibitor	SNCA viab count
46	O=C(NCc1cccc(Cl)c1)c1ccc2nnc(-c3ccc(Cl)cc3)n2c1	-3%	?	7	/	?	i	-1%
47	Cc1nc(-c2ccc(OC3CCN(C(=O)c4cc(C)n(C)n4)C3)cc2)no1 (stereo not given)	-28%	?	1	-8%	?	i	2%
48	Cc1[nH]c2c(F)cccc2c1CC(=O)N1CCCC(c2nc(C(C)C)no2)C1 (stereo not given)	-15%	?	-12	7%	?	5%[11.5 µM]	-12%
49	COc1cccc(CN2CCCOCCNC(=O)[C@@H]3CCCC[C@@H]32)c1OC	2%	?	8	-9%	-7%	i	-12%
50	O=C(NCCn1cccc1-c1nc(-c2ccc3c(c2)OCO3)no1)c1ccc(F)cc1	-7%	?	0	?	?	i	?
51	CCN1C(=O)Cc2cc(C(=O)NC(C)c3ccccc3)ccc21 (stereo not given)	?	6%	-6	5%	-2%	-12%	21%
52	CS(=O)(=O)c1ccc(OCC2(CNC(=O)N3CCOCC3)C[C@@H](O)[C@@H](O)C2)cc1 (stereo not given in full)	1%[87.6 µM]	i	-4	-1%[172 µM]	-1%[174 µM]	-4%[88.5 µM]	-2%[87.6 µM]
53	O=C(CCn1c(=O)c2cccn2c2cccnc21)Nc1ccccc1C(F)(F)F	3%	/	-3	/	/	/	3%
54	CC(=O)Nc1ccc2nc(SCCOc3cc(C)cc(C)c3)sc2c1	-2%	/	-9	/	/	/	?
55	COC[C@@H]1CN(C(=O)c2ccc(F)c(F)c2)C[C@H]1C(N)=O	2%	i	3	4%	3%	i	5%
56	O=C(c1ccccc1F)N1CCC(n2cc(-c3nc(C4CC4)no3)nn2)C1 (stereo not given)	9%	?	-2	-4%	?	1%	5%
57	Cc1ccccc1C(=O)Nc1ccc(S(=O)(=O)N2CCC(c3nc4ccccc4s3)CC2)cc1	26%	/	-6	/	/	/	5%
58	CCc1cc(=O)n(CC(=O)Nc2ccc(N(C)C)cc2)c(-c2cccc(F)c2)n1	16%	?	-4	1%	?	-7%	-13%
59	COc1ccc(CNC(=O)CC[C@@H]2CNC(=O)[C@@H]3C[C@H](NCc4ccccc4)CN23)cc1	-23%	i	-6	-2%	i	i	4%
60	CNC(=O)[C@@H]1C[C@H](Oc2cccnc2)CN1	19%	-10%	9	-1%	-15%	?	8%
61	COc1cc2nc(Nc3ccc(C)c(C)c3)nc(N)c2cc1OC	?	/	3	/	/	/	?
